From PubChem BioAssay
TDP1 block – inhibitors of human tyrosyl-DNA phosphodiesterase TDP1; Potency, µM (doses to about 130 µM), for the others: at the top dose activity change, negative = inhibition, most hits filed as inhibitors; hit rate 0.28% among 350,000; recombinant TDP1, AlphaScreen DNA substrate cleavage; AID 485290; also: nearly all actives have a fitted effect of over 40% in size
Target sequence (Q9NUW8 whole entry, looked up): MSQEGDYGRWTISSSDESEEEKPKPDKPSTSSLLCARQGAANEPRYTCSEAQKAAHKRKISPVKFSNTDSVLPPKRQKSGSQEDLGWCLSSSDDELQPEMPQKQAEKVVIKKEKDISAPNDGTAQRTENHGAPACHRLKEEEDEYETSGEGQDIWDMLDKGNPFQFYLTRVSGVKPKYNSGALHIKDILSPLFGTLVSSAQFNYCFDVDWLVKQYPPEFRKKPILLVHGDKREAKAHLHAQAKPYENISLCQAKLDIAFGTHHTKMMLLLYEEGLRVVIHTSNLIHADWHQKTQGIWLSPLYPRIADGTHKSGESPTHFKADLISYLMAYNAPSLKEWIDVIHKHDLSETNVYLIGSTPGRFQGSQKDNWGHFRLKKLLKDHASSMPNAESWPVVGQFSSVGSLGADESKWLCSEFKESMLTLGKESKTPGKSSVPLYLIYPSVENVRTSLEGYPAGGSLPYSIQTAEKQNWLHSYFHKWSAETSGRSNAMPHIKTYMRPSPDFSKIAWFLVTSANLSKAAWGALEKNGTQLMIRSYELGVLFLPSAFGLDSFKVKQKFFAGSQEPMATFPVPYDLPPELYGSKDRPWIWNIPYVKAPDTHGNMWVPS
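E. coli-derived human Tdp1, 1 nM final. Cpd preinc 15 min RT; substrate 15 nM final, 5 min RT; AS bead mix 10 ug/ml final, 10 min RT. Signal loss = tyrosine-FITC cleavage. No-enzyme wells = max signal.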
DT40 TDP1 no CPT – qHTS for Inhibitors of human tyrosyl-DNA phosphodiesterase 1 (TDP1): qHTS in cells in absence of CPT; DT40 Tdp1-/- hTDP1 cells, no CPT, ATP luminescence, 48 h; Potency, µM (doses to about 46.2 µM), for inactives: at the highest dose activity change, negative = growth inhibition, hits mostly inhibitors; hit rate 15% among 420,000; AID 686978, 2013; also: nearly all actives have a fitted effect of over 55% in size
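DT40 Tdp1-/-;hTDP1 cells, no CPT (DMSO vehicle only), 400 cells/well; compounds pin-transferred; ≥48 hr, 37 °C; CellTiter-Glo 30 min RT dark, luminescence read.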
N370S GC – inhibits or activates N370S mutant glucocerebrosidase; P04062; N370S GC spleen homogenate, 4MU-glucoside fluorescence; Potency, µM (titrated, usually from 59.4 µM), for the others: top-dose activity change, negative = inhibition, usual class: inhibitors; hit rate 0.092% among 330,000;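 also: 0% = full enzyme activity and -100% = no enzyme basal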
Numbers without * were called inactive; ? = inconclusive; · = no result given; [ ] = remark or other dose. Calls follow the shape of the dose curve; as a rule, active = well fitted curve in the direction sought with a large enough effect; inconclusive = small, poorly fitted or top-dose-only effect, or another doubt; inactive = no such curve, though single readings can be large; an effect the other way counts as inactive or inconclusive. Unless noted, % is scaled to controls: 0 for no effect and ±100 for the full control effect; potency is read from the fitted curve at half-maximal effect. These rows are one share of the data, so the mix of outcomes need not match the whole.

# | canonical_smiles | TDP1 block | DT40 TDP1 no CPT | N370S GC
1 | O=C(CCC(=O)N1CCOCC1)Nc1ccc(Cl)c(Cl)c1 | 3% | 2% | -5%
2 | CSc1nccc(N2CCN(c3ccc(F)cc3)CC2)n1 | 4% | ? | 6%
3 | Cc1ccc(N(CC(=O)NC(C)C)C(=O)CCC(=O)Nc2nccs2)c(C)c1 | · | 0% | 0%
4 | CC(C)(C)c1cc(OS(C)(=O)=O)ccc1O | 0% | ? | -17%
5 | CC(C)c1ccc(O)c(NC(=S)NC(=O)c2ccc3c(c2)OCO3)c1 | 10% | 15µM* | 0%
6 | O=C(CCCn1c(SCC(=O)NC2CCCCC2)nc2ccccc2c1=O)NCC1CCCO1 (stereo not given) | 0% | -2% | -11%
7 | COc1ccccc1CNC(=O)CCCn1c(=O)c2ccccc2n(Cc2ccccc2F)c1=O | -1% | 7.3µM* | ·
8 | O=C(NCC(=O)N1CCN(S(=O)(=O)c2ccccc2C(F)(F)F)CC1)c1sc2ccccc2c1Cl | 1% | 12µM* | 1%
9 | CCOC(=O)N1CCN(c2ccc3nnnn3n2)CC1 | 5% | 0% | 3%
10 | Cc1nc(Nc2ccc(S(N)(=O)=O)cc2)sc1-c1ccccc1 | · | 18µM* | 1%
11 | O=C(NCCCc1nc2ccccc2n1Cc1cccc(Cl)c1)c1ccco1 | 10% | 23µM* | ·
12 | CNC(C)C(=O)NC(C(=O)N1CCCC1C(=O)Nc1ccc2ncccc2c1)C(C)C (stereo not given) | 1% | 2% | ·
13 | Cc1ccc(OCc2cccc(S(=O)(=O)N(C)C)c2)c([N+](=O)[O-])n1 | · | -29% | -14%
14 | COc1ccc(/C=N/n2nnnc2N)cc1OC | 7% | -7% | -6%
15 | COC(=O)c1ccc2c(=O)n(CCCCCC(=O)NCCc3ccccc3)c(=O)[nH]c2c1 | 0% | 18µM* | ·
16 | CN(CC(=O)Nc1ccccc1N1CCOCC1)S(=O)(=O)c1ccc(F)cc1 | 3% | 18µM* | 10%
17 | CCOc1cccc(C(=O)N(Cc2ccc(F)cc2)Cc2ccco2)c1 | 2% | 16µM* | ·
18 | O=C(c1n[nH]c(=O)c2ccccc12)N1CCN(c2ccccc2Cl)CC1 | 4% | ? | 8%
19 | CC1C(=O)N2CCCc3cc(S(=O)(=O)N4CCCCC4)cc1c32 (stereo not given) | · | 0% | -3%
20 | Cc1ccc(-c2nnc(SCC(=O)NC3CC3)o2)cc1 | · | 11% | -23%
21 | O=C(NCC1CCCO1)C1CCN(CC2CCCCC2)CC1 (stereo not given) | -4% | 0% | -4%
22 | CNC1=C(Br)C(=O)c2ccncc2C1=O | 1% | · | -6%
23 | CC(C)CC(=O)NC(=S)Nc1ccc(Cl)cn1 | 5% | ? | 10%
24 | COC(=O)c1ccccc1CC1SC(N)=NC1=O (stereo not given) | 10% | 2% | -5%

Seven entries from above, with two lines to a compound:
Results follow in this order: TDP1 block, DT40 TDP1 no CPT, N370S GC
1. O=C(CCC(=O)N1CCOCC1)Nc1ccc(Cl)c(Cl)c1
 : 3%, 2%, -5%
2. CSc1nccc(N2CCN(c3ccc(F)cc3)CC2)n1
 : 4%, ?, 6%
3. Cc1ccc(N(CC(=O)NC(C)C)C(=O)CCC(=O)Nc2nccs2)c(C)c1
 : ·, 0%, 0%
4. CC(C)(C)c1cc(OS(C)(=O)=O)ccc1O
 : 0%, ?, -17%
5. CC(C)c1ccc(O)c(NC(=S)NC(=O)c2ccc3c(c2)OCO3)c1
 : 10%, 15µM*, 0%
6. O=C(CCCn1c(SCC(=O)NC2CCCCC2)nc2ccccc2c1=O)NCC1CCCO1 (stereo not given)
 : 0%, -2%, -11%
7. COc1ccccc1CNC(=O)CCCn1c(=O)c2ccccc2n(Cc2ccccc2F)c1=O
 : -1%, 7.3µM*, ·

A second format for part of the listing above.
Every second line gives: TDP1 block	DT40 TDP1 no CPT	N370S GC
22: CNC1=C(Br)C(=O)c2ccncc2C1=O
    1%	·	-6%
5: CC(C)c1ccc(O)c(NC(=S)NC(=O)c2ccc3c(c2)OCO3)c1
    10%	15µM*	0%
7: COc1ccccc1CNC(=O)CCCn1c(=O)c2ccccc2n(Cc2ccccc2F)c1=O
    -1%	7.3µM*	·

Further structures
# | canonical_smiles | TDP1 block | DT40 TDP1 no CPT | N370S GC
25 | COc1cc(C(C)=O)ccc1OCC(=O)Nc1ccccc1N1CCCC1 | 9% | ? | ?
26 | CCOC(=O)Cc1cc(=O)n2[nH]c(-c3ccc(Cl)cc3)cc2n1 | 4% | -16% | -2%
27 | C[C@H](CO)N1C[C@H](C)[C@@H](CN(C)C(=O)Nc2ccccc2)Oc2ccc(NC(=O)Nc3ccccc3)cc2C1=O | 2% | -4% | ·
28 | CN1C(=O)/C(=C/c2coc3ccc(O)cc3c2=O)SC1=S | 3% | ? | -8%
29 | Cc1cc(C)cc(N(CC(=O)NCC2CCCO2)C(=O)CCC(=O)Nc2cc(C)on2)c1 (stereo not given) | 2% | -8% | ?
30 | O=C(Cn1cnc2ccccc2c1=O)Nc1ccccc1N1CCOCC1 | 3% | 2% | -1%
31 | CC(C)C(C)NC(=O)CN1C(=O)NC(c2ccccc2)(c2ccccc2)C1=O (stereo not given) | 2%[0.0935 µM] | 0% | -5%
32 | Cc1ccc(NC(=O)c2cc(C)n(-c3cccc(C)c3)c2C)cc1 | 4% | 21µM* | ?
33 | COc1cccc(CNC(=O)Cc2ccc(OC)c(S(=O)(=O)N3CCOCC3)c2)c1 | 2% | -15% | -8%
34 | Cc1noc(C)c1S(=O)(=O)NCc1cccc(Cl)c1 | -1% | -5% | ·
35 | CCN(C(=O)CSc1nnc(COc2cccc(C)c2)o1)c1nc(C)cs1 | · | -22% | -2%
36 | CCOCCn1c(CN2CCCC(C)C2)nc2c1c(=O)n(C)c(=O)n2C (stereo not given) | · | 11% | -12%
37 | CC(=O)c1ccc(NC(=O)CCC(=O)OCC(=O)c2cccc([N+](=O)[O-])c2)cc1 | 0% | -2% | -7%
38 | CC(C)c1[nH]nc2c1C(C(C)C)C(C#N)=C(N)O2 (stereo not given) | 2% | ? | -8%
39 | N#Cc1cccc(NC(=O)N2CCC3(CC2)CCN(C(=O)c2csnn2)CC3)c1 | · | -21% | 16%
40 | COc1cccc(-n2c(C)cc(/C=C3\C(=N)N4N=C(CC(=O)N5CCOCC5)SC4=NC3=O)c2C)c1 | · | 9% | -4%
41 | COCCOC(=O)C(CC(=O)O)NCc1ccco1 (stereo not given) | 3% | 11% | 3%
42 | O=C(O)c1cc(S(=O)(=O)N(Cc2ccccc2)c2cccc(C(F)(F)F)c2)ccc1Cl | · | 3% | 13%
43 | COc1ccc(OC)c(CN2CCCC(C(=O)c3ccccc3SC)C2)c1 (stereo not given) | 0% | 9.2µM* | -1%
44 | CCc1cc2c(=O)n(CCC(C)C)c(=S)[nH]c2s1 | 6% | ? | 11%
45 | COc1ccc(CCNC(=O)CSc2nnc3ccc(-c4ccccn4)nn23)cc1 | 0% | ? | -19%
46 | O=C(Nc1cn(-c2ccccc2)nc1-c1ccc(F)cc1)c1ccccc1 | 3% | 18µM* | -2%
47 | CC(CCc1ccccc1)NC(=O)CCN1N=C(c2ccccc2)CCC1=O (stereo not given) | 0% | -12% | 5%
48 | CC(C)(C)c1ccc(C(=O)NCCOc2ccccc2F)cc1 | · | -22% | 12%
49 | O=C1CNC(=S)N1Cc1cccc(Cl)c1 | · | -19% | 3%
50 | CC(C)CNC(=O)c1cccc(NC(=O)c2ccco2)c1 | 5% | -7% | 7%
51 | O=C(NC1CCCC1)c1cccc(NC(=O)c2ccco2)c1 | 10% | -6% | 9%
52 | COc1cccc(C(=O)Nc2ccc3c(c2)C(=O)NC3=O)c1 | · | ? | -2%
53 | COc1ccc(C(N)=O)cc1NC(=O)c1cccc(F)c1 | 5% | 1% | 4%
54 | N#CCC(=O)N/N=C/c1ccc(OCC(=O)Nc2ccc(F)cc2)cc1 | 0% | ? | 3%
55 | COc1cc2sc(-c3ccc(S(C)(=O)=O)cc3)c(C(=O)NCCCCO)c2cc1OC | 1% | -6% | ·
56 | CCc1nnc(NC(=O)c2ccc(COc3cccc(C)c3)o2)s1 | · | -15% | -1%
57 | O=C(Nc1cccc(-n2cnnn2)c1)c1cc(Cl)ccc1Cl | 1% | -13% | -3%
58 | O=C(Nc1ccc(-c2n[nH]c(=S)o2)cc1)c1ccccc1Br | 3% | -15% | -3%
